DT40 TDP1 CPT = DT40-hTDP1 cell growth loss with CPT. chicken DT40 Tdp1-/-;hTDP1 cells + 20 nM CPT, ATP luminescence, 48 h. hit rate 12% among 420,000. Potency, µM (series often up to 46.2 µM), for the others: at the top dose activity change, negative = growth inhibition, usual class: inhibitors; further: nearly all actives have a fitted effect of over 55% in size
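Cell growth measured by CellTiter-Glo luminescence after a minimum 48 h, 37 C compound exposure with 20 nM CPT in Tdp1-knockout DT40 cells stably expressing hTDP1, seeded 400/well; qHTS titration format.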
FEN1 inh = human FEN1 inhibition | Recombinant FEN1 flap cleavage, fluorescence, 15 min | Potency, µM (titrated, usually from 114 µM), for the others: at the top dose activity change, negative = inhibition, most hits filed as inhibitors | hit rate 0.35% among 390,000; further: nearly all actives have a fitted effect of over 65% in size
Target sequence (P39748 whole entry, looked up): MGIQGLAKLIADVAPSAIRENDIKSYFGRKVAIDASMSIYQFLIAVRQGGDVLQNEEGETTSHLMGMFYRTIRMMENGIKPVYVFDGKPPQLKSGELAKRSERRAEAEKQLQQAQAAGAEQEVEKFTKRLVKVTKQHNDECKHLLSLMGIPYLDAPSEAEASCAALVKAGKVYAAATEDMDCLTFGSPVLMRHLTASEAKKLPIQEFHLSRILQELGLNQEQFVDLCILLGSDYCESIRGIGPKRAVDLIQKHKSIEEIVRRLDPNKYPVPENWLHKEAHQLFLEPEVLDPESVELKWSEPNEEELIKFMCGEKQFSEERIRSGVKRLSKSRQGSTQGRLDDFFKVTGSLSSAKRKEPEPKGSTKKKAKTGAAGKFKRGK
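Steps: FEN1 (10 nM) dispensed; compound added by pin tool; 15 min at room temperature; substrate added to 50 nM final; reads at 0 min and 15 min; data normalized and fitted (four-parameter Hill).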
N370S GC = inhibitors or activators of N370S glucocerebrosidase for Gaucher disease; P04062; N370S GC spleen homogenate, 4MU-glucoside fluorescence; Potency, µM (series often up to 59.4 µM), inactives show at the highest dose activity change, negative = inhibition, most hits filed as inhibitors; hit rate 0.092% among 330,000; AID 2101;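 further: 0% = full enzyme activity and -100% = no enzyme basal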
Starred values were filed as active, the others as inactive; ? = inconclusive; . = not tested or not shown. The call rests on the fitted dose curve; in most records, active means well fitted curve in the direction sought with a large enough effect; inconclusive means small, poorly fitted or top-dose-only effect, or another doubt; inactive means no such curve, though single readings can be large; an effect the other way counts as inactive or inconclusive. Unless noted, on the % scale 0 is the no-effect control and ±100 the full control effect; potency means the concentration at half of the fitted maximal effect.

SMILES	DT40 TDP1 CPT	FEN1 inh	N370S GC
COc1ccc(-c2csc(NCc3ccco3)n2)cc1C	-27%	-9%	9%
O=S(=O)(c1ccc(F)cc1)N1CCCC(c2nc(-c3ccc(F)cc3)no2)C1 (stereo unspecified)	?	6%	-6%
CC(NC(=O)COc1ccc(-c2nnco2)cc1)c1ccc(Cl)cc1Cl (stereo unspecified)	?	1%	1%
CN(C)c1ccc(-c2nnn(CC(=O)N3c4ccccc4CCc4ccccc43)n2)cc1	?	6%	?
O=C(NN=Cc1c(F)c(F)c(F)c(F)c1F)c1ccc(NS(=O)(=O)c2cccs2)cc1	?	9%	.
Cc1nc2c(ncn2-c2ccccc2)c(=O)n1NC(=O)CN1CCCCC1	1%	-1%	7%
CCCCNC(=S)N/N=C/c1cc(C)ccc1C	5.2µM*	-16%	1%
Cc1ccccc1-c1cncnc1N1CCNCC1	6%	.	-2%
COc1cc(C(c2c(NC(=O)c3ccco3)sc(C)c2C)N2CCOCC2)cc(OC)c1OC (stereo unspecified)	23µM*	-8%	-2%
N=c1sccn1CC(=O)NCCc1ccc(Cl)cc1Cl	-23%	-1%	-3%
O=C(Nc1ccccc1Cl)NC1(C(=O)N2CCOCC2)CCCCC1	-9%	2%	-7%
O=C(CN(C(=O)c1ccc(Cl)cc1)N1C(=O)C2CCCCC2C1=O)c1ccc(Cl)cc1 (stereo unspecified)	1%	-13%	5%
O=C1C2C3C=CC(C3)C2C(=O)N1c1ncc([N+](=O)[O-])s1 (stereo unspecified)	24%	-6%	.
CS(=O)(=O)c1ccc(NCC2CCCO2)c([N+](=O)[O-])c1 (stereo unspecified)	-25%	2%	-6%
CCOC(=O)COn1c(=O)c(-c2ccc(Br)cc2)[n+]([O-])c2ccccc21	23%	4%	-8%
O=c1c(S(=O)(=O)c2cccc(Cl)c2)cn(Cc2ccccc2)c2cc(N3CCOCC3)c(F)cc12	?	14%	.
CN(C)CCNc1nc2sc3c(c2c(=O)n1-c1ccc(F)cc1)CCCCC3	21µM*	1%	-7%
N#Cc1nc(-c2ccccc2F)oc1N1CCCCC1	2%	1%	?
CCC(C)NC(=O)CSC1=Nc2ccccc2C2=NC(c3ccccc3)C(=O)N12 (stereo unspecified)	-25%	1%	4%
O=C(Nc1ccc2c(c1)C(=O)N(CC1CCCO1)C2=O)c1ccc(Cl)c(Cl)c1 (stereo unspecified)	-15%	-3%	13%
O=C(CNC(=O)c1ccccc1)NCc1ccc(Cl)cc1	1%	15%	-1%
Oc1ccccc1C1Nc2cccc3cccc(c23)N1	?	-21%	6%
O=C(Nc1nc2nc(-c3ccccc3)cc(=O)n2[nH]1)c1ccc(Cl)cc1	-10%	-12%	.
COc1ccc(CNC(=O)c2c3c(nc4ccccc24)C(=O)N(C2CCCCC2)C3)cc1	12µM*	10%	.
CCN(CC)C(=O)C1CCCN(Cc2ccccc2F)C1 (stereo unspecified)	-3%	-6%	-2%

Exported bar-delimited: entries from further up.
mol | DT40 TDP1 CPT | FEN1 inh | N370S GC
O=C(CN(C(=O)c1ccc(Cl)cc1)N1C(=O)C2CCCCC2C1=O)c1ccc(Cl)cc1 (stereo unspecified) | 1% | -13% | 5%
O=C1C2C3C=CC(C3)C2C(=O)N1c1ncc([N+](=O)[O-])s1 (stereo unspecified) | 24% | -6% | .
CS(=O)(=O)c1ccc(NCC2CCCO2)c([N+](=O)[O-])c1 (stereo unspecified) | -25% | 2% | -6%
CCOC(=O)COn1c(=O)c(-c2ccc(Br)cc2)[n+]([O-])c2ccccc21 | 23% | 4% | -8%
O=c1c(S(=O)(=O)c2cccc(Cl)c2)cn(Cc2ccccc2)c2cc(N3CCOCC3)c(F)cc12 | ? | 14% | .
CN(C)CCNc1nc2sc3c(c2c(=O)n1-c1ccc(F)cc1)CCCCC3 | 21µM* | 1% | -7%
N#Cc1nc(-c2ccccc2F)oc1N1CCCCC1 | 2% | 1% | ?
CCC(C)NC(=O)CSC1=Nc2ccccc2C2=NC(c3ccccc3)C(=O)N12 (stereo unspecified) | -25% | 1% | 4%
O=C(Nc1ccc2c(c1)C(=O)N(CC1CCCO1)C2=O)c1ccc(Cl)c(Cl)c1 (stereo unspecified) | -15% | -3% | 13%
O=C(CNC(=O)c1ccccc1)NCc1ccc(Cl)cc1 | 1% | 15% | -1%
Oc1ccccc1C1Nc2cccc3cccc(c23)N1 | ? | -21% | 6%
O=C(Nc1nc2nc(-c3ccccc3)cc(=O)n2[nH]1)c1ccc(Cl)cc1 | -10% | -12% | .
COc1ccc(CNC(=O)c2c3c(nc4ccccc24)C(=O)N(C2CCCCC2)C3)cc1 | 12µM* | 10% | .
CCN(CC)C(=O)C1CCCN(Cc2ccccc2F)C1 (stereo unspecified) | -3% | -6% | -2%

More entries follow.
SMILES	DT40 TDP1 CPT	FEN1 inh	N370S GC
Cc1ccc(N(CC(=O)N2CCN(C3CCCCC3)CC2)S(=O)(=O)c2cccnc2)cc1	-9%	12%	-22%
CCOC(=O)c1ccc(N(C(=O)c2ccccc2)c2ccccc2)cc1	-10%	-27%	.
COc1ccccc1-c1ccc(SCc2ccc(F)cc2)nn1	-18%	-21%	11%
CCCC1S/C(=N/N=C/c2ccc(C)cc2)N(Cc2ccc(OC)cc2)C1=O (stereo unspecified)	-17%	-9%	2%
C/C(=N\O)c1ccc2c(c1)CC(C)O2 (stereo unspecified)	-27%	2%	-17%
CCC(C)NC(=O)C1CCN(S(=O)(=O)N2CCOCC2)CC1 (stereo unspecified)	-2%	20%	-2%
Cc1ccc(NC(=O)NC(=O)CN2CCC(C(N)=O)CC2)c(C)c1	-9%	8%	.
CC[C@@]1(C(=O)OC)N[C@H](CN(C)C(=O)Nc2ccc(C)cc2)[C@@H]2C(=O)N(C)C(=O)[C@@H]21	2%	-9%	.
S=C(NCc1ccco1)NCc1ccco1	?	-1%	.
COc1ccccc1CNC(=O)c1cc(-c2ccccc2)n[nH]1	-6%	9%	.
CCn1cc(C(=O)NC2CCCCCC2)c2cc(OC)c(OC)cc2c1=O	?	-17%	3%
CSc1nsc(SCC(=O)Nc2ccc(C(=O)O)cc2)n1	-6%	14%	-10%
CCOc1ccccc1NC(=O)Cn1c(=O)n(Cc2ccccc2)c(=O)c2cccnc21	-3%	15%	.
CS(=O)(=O)c1ccc(C(=O)OCc2nnc(-c3ccc(Cl)cc3)o2)cc1[N+](=O)[O-]	3.3µM*	-21%	12%
O=C(CSc1nnc2ccccn12)NC(=O)NC1CCCC1	-9%	1%	3%
O=C(Cn1ccc(NC(=O)OCc2ccccc2)nc1=O)NCc1ccc2[nH]ccc2c1	-17%	4%	.
Cc1cc2c(cc1S(=O)(=O)NCC(C)c1ccccc1)n(C)c(=O)c(=O)n2C (stereo unspecified)	?	-4%	-9%
C/C(CCc1ccc2c(c1)OCO2)=N\N=C1\NC(=O)CC(C(=O)Nc2ccc(C(=O)O)cc2)S1 (stereo unspecified)	-3%	-13%	.
Cc1cccc(-c2noc(CNC(=O)COc3ccccc3C)n2)c1	4%	-6%	-6%
Cc1cc(-c2nnco2)c(C)n1-c1ccc(F)cc1	-29%	2%	0%
CC(C)CNS(=O)(=O)c1cc(C(=O)N2CCOCC2)c(Cl)cc1Cl	-3%	-3%	7%
O=[N+]([O-])c1cccc(/C(=N/N=C/c2ccccc2Br)C23CN4CN(CN(C4)C2)C3)c1	?	16%	7%
COc1ccc(NC(=O)c2ccc3c(c2)OCO3)cc1	-1%	-5%	-3%
CCOc1cc(/C=N/NC(=O)CSc2nncn2C)ccc1OCC(N)=O	1%	-4%	-5%
CCOc1cc(C(Nc2cc(C)ccn2)c2ccc3cccnc3c2O)ccc1OC (stereo unspecified)	?	-1%	.
Continued.
SMILES	DT40 TDP1 CPT	FEN1 inh	N370S GC
COc1ccc2c(Cl)c(C(=O)N/N=C/c3ccncc3)sc2c1	18%	-6%	-1%
Cc1cc(OCC(=O)N(Cc2ccc(N(C)C)cc2)CC2CCCO2)ccc1Cl (stereo unspecified)	23µM*	-21%	.
CCC(C)[C@H](NC(=O)N1CC(=O)Nc2ccccc21)C(=O)NC(C)CCc1ccccc1 (stereo partly specified)	11%	16%	7%
CC(=O)Nc1ccc(NC(=O)CN2CCN(c3cccc(C(F)(F)F)c3)CC2)cc1	?	-4%	-1%
C=CCN(CC=C)C(=S)Nc1ccc2nsnc2c1	-18%	-8%	-2%
Cc1ccc2oc(=O)c(-c3ccc(O)cc3)c(C)c2c1	?	-1%	.
CN(C(=O)c1cccc(N2C(=O)C3C4C=CC(C4)C3C2=O)c1)C1CCCCC1 (stereo unspecified)	-10%	-15%	1%
CC(=O)OCC(NC(=O)C(C)NC(=O)OC(C)(C)C)C1OC(n2cc(C)c(=O)[nH]c2=O)C(OC(C)=O)C1OC(C)=O (stereo unspecified)	.	-3%	-3%
COCC(=O)NC1(c2nnnn2CCOC(=O)Nc2ccc(Cl)cc2)CCCCC1	-5%	0%	10%
CCOC(=O)C1CCN(C(=S)NC2CCCC2)CC1	-103%	-13%	-2%
Cc1oc(-c2ccccc2F)nc1CS(=O)CC(=O)NC1CCCC1 (stereo unspecified)	-1%	-10%	7%
CC(=O)Nc1ccc2c(c1)Cc1c-2cc(Cl)c(NC(C)=O)c1Cl	9%	-3%	.
COc1ccc(CNC(=S)NC2CCCCC2)cc1	-24%	-6%	0%
O=C(CCn1nc(-c2ccccc2)ccc1=O)N1CCN(c2ccccn2)CC1	-14%	2%	-6%
NC(=O)c1cnn2c(-c3ccc(Cl)cc3Cl)ccnc12	-3%	-1%	1%
CC(=O)Nc1ccc(NC(=O)CN2C(=O)COc3ccc(S(=O)(=O)N4CCCCC4)cc32)cc1	2%	-9%	-26%
COc1ccc(-c2noc(CN3CCN(C(=O)c4cccs4)CC3)n2)c(OC)c1OC	?	-12%	0%
CCCc1cc(=O)[nH]c(SCC(=O)c2c(N)n(C3CC3)c(=O)[nH]c2=O)n1	?	-3%	.
O=C(c1cc(COc2ccc(F)c(F)c2)on1)N1CCSCC1	-7%	-3%	-27%
CCCCN1C(=O)C(C#N)CC2=C1CC(C)(C)CC2=O (stereo unspecified)	-4%	-6%	.
CCc1nccn1CCC(=O)NC1CC(C)(C)Cc2c1cnn2-c1ccc(OC)cc1 (stereo unspecified)	-18%	-14%	-13%
CCOC(=O)C1=C(C)Nc2ccccc2N=C1NC(=O)C(c1ccccc1)c1ccccc1	-30%	-9%	14%
CC(=O)OC1=C(C(C)=O)N(Cc2ccccc2)S(=O)(=O)c2ccccc21	?	1%	.
COc1cnn(-c2ccc(C)cc2)c(=O)c1Cl	-8%	2%	-9%
Cc1ccc(C(=O)OCC(=O)NC2CCCCC2)cc1S(=O)(=O)N1CCCCC1	-3%	20%	.
Additional results
SMILES	DT40 TDP1 CPT	FEN1 inh	N370S GC
CCCN1CNc2c(c(=O)[nH]c(=S)n2CCc2cccc(Cl)c2Cl)C1	?	-19%	.
COc1ccccc1-c1ccc(/C=C2/C=C(CC(C)C)OC2=O)o1	-19%	-21%	?
CCOc1ccc(C(=O)NC2C(=O)N3C(C(=O)O)=C(COC(C)=O)CSC23)cc1OCC (stereo unspecified)	?	-3%	3%
CC(=O)c1ccc(NC(=O)COC(=O)CCc2ccc(S(=O)(=O)N3CCOCC3)cc2)cc1	11%	-1%	0%
CN(c1nc2c(c(=O)n(C)c(=O)n2C)n1CC(=O)c1ccccc1)C1CCCCC1	?	2%	?
Cc1cc(C(=O)OC(C(=O)Nc2cccc(C(F)(F)F)c2)c2ccccc2)c(C)o1 (stereo unspecified)	?	-15%	-9%
COC(=O)c1ccc(OCCOc2ccccc2C)cc1	4%	-15%	1%
O=C(COC(=O)c1ccc([N+](=O)[O-])o1)Nc1ccc(Br)cc1F	?	?	.
COC(=O)Cn1cc(C#N)c2ccccc21	-5%	-1%	-8%
CC(=O)N1N=C(c2ccc(C)cc2)OC1c1cccnc1 (stereo unspecified)	-2%	-4%	12%
O=C1N(Cc2cccnc2)C[C@@H]2C[C@@H](c3cccc(OC4CCCC4)c3)N3CCC[C@@]123	?	-14%	12%
CCC1CCCCN1C(=O)c1c(-c2ccccc2)noc1C (stereo unspecified)	?	2%	3%
Cc1ccc(C(=O)O)cc1-c1ccc(/C=C2\SC(=O)N(CC(=O)Nc3ccc4c(c3)OCO4)C2=O)o1	5%	40µM*	-16%
Cc1ccc2nc(NC(=S)NC(=O)c3cccs3)sc2c1	?	-14%	-3%
CN(C(=O)c1ccccn1)c1nnc(-c2cccnc2)s1	-3%	-2%	0%
CC(C)(C)n1nnnc1C(c1cccnc1)N1CCN(C2CCCCC2)CC1 (stereo unspecified)	-1%	2%	4%
Cc1ccc2nc(SCC(=O)Nc3ccc4c(c3)OCO4)nc(=O)n2c1	0%	1%	-10%
Cc1ccc(NC(=O)CNC(=O)c2cccs2)cc1S(=O)(=O)Nc1ccc(Cl)cc1	25%	-4%	-15%
COc1ccc(C(=O)Nc2cc(C)nn2-c2cccc(F)c2)cc1OC	-17%	5%	1%
Oc1ccccc1N1CCN(c2ncnc3scc(-c4ccccc4)c23)CC1	?	-14%	29%
CCCCN1C(=O)C2C(c3ccc(OC)cc3O)NC(CC(C)C)(C(=O)O)C2C1=O (stereo unspecified)	-9%	-13%	2%
O=C(NCCc1ccccc1)C(=O)NCCC1CCCCN1S(=O)(=O)c1ccccc1 (stereo unspecified)	?	-11%	-7%
CC1(C)CC(=O)c2cc(NC(=O)c3ccccc3)c(=O)oc2C1	?	1%	9%

The list is partial (hit frequency here may not be typical).
